Screens (PubChem)
Arr AP2 block: blocks beta-arrestin peptide binding to AP2 adaptin | FITC-arrestin peptide / GST-AP2 beads, flow cytometry; AP2 beta2 appendage carries R879A mutation | inhibition, % at 10 µM | 340,000 tested, 0.31% active;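 active = inhibition above a set limit, near 3 SD of compounds lacking own fluorescence, cut at about 54% in these data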;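 note: plate controls were DMSO wells for no effect and 5 µM unlabelled arrestin peptide for full effect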
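System: GST-AP2 R879A glutathione beads; medium: PBS, Tween 20 0.05%, BSA 0.1%; reagent: fluorescein-tagged arrestin peptide at 50 nM final; schedule: pre-incubation 12 min, peptide binding 1 h, room temperature; detection: flow cytometry, FL1 (488/535 nm); read-out: inhibition as reduced fluorescein signal on beads, percent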
OPRM1-OPRD1 ag: agonists of human mu-delta opioid receptor heterodimerization. P35372+P41143. cells, OPRM1-OPRD1 heterodimerization, luminescence. activation, % at 9.3 µM. 340,000 tested, 0.3% active. AID 504326; in the data active = activation above about 18%;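 note: 0% = vehicle-treated cells and 100% = reference agonist; values of inactives mirror those of a sister screen read the other way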
Wnt bcat act: activates Wnt/beta-catenin signaling in a reporter cell assay; AID 743398; 300,000 tested, 1.2% active; activator, plate reader; activation, % at 9.35 µM; in the data active = activation above about 30%, passing the limit was not always enough;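 note: 0% = neutral control wells and 100% = positive control wells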
C-LANA FP: inhibitors of KSHV LANA C-terminal domain DNA binding; MBP-C-LANA/FAM-LBS DNA binding, fluorescence polarization; AID 504423; 340,000 tested, 0.078% active; inhibition, % at 9 µM;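 active = highest replicate inhibition at or above 60% at 9 µM, even if other replicates fall short; inactive = all replicates below 60% inhibition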;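 note: 0% = neutral control wells and 100% = 4 µM acridine orange control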
RTF Ca sens act: cardiac RTF calcium sensitization; P19429+P45379; IANBD-labeled TnC RTF fluorescence at EC20 calcium; 0% EC20 calcium, 100% full calcium; activation, % at 7.2 µM; 340,000 tested, 0.24% active; AID 493008;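 active = activation above the mean over all tested compounds plus 3 SD, cut at about 30% in these data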;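 note: rise in fluorescence read as greater calcium sensitivity of cardiac thin filaments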
RTF Ca sens inh: cardiac RTF calcium desensitization. IANBD-labeled cardiac RTF, Ca2+ fluorescence. inhibition, % at 7.15 µM. 340,000 tested, 0.12% active;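 active = inhibition above the mean inhibition of all tested compounds plus 3 SD, cut at about 17% in these data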;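 note: assay run at fixed EC70 calcium of 1.6 mM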
V-ATPase pHluor: regulators of yeast V-ATPase proton transport; S. cerevisiae, pHLuorin cytosolic pH fluorescence; 350,000 tested, 0.37% active; response, % at 10 µM; AID 504577; in the data active = response mostly above about 7.3%, no sharp cut-off; inactive = mostly below about 5.4%; note: actives read high; inactives centre near 0; some compounds called inactive have numbers as strong as hits; reference of the scale not given here
Keap1-Nrf2 PPI: inhibitors of human Keap1-Nrf2 protein-protein interaction | Q14145 | Keap1 Kelch-Nrf2 peptide fluorescence polarization, 1536-well | 340,000 tested, 0.15% active | inhibition, % at 9.4 µM; in the data active = inhibition above about 12%;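 note: human Keap1 Kelch domain with fluorescein labeled Nrf2 9mer peptide probe; 0% = neutral control wells and 100% = peptide positive control; higher means more block of Keap1 binding to Nrf2 peptide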
Target sequence (Q14145 whole entry, looked up, the tested form may be a part): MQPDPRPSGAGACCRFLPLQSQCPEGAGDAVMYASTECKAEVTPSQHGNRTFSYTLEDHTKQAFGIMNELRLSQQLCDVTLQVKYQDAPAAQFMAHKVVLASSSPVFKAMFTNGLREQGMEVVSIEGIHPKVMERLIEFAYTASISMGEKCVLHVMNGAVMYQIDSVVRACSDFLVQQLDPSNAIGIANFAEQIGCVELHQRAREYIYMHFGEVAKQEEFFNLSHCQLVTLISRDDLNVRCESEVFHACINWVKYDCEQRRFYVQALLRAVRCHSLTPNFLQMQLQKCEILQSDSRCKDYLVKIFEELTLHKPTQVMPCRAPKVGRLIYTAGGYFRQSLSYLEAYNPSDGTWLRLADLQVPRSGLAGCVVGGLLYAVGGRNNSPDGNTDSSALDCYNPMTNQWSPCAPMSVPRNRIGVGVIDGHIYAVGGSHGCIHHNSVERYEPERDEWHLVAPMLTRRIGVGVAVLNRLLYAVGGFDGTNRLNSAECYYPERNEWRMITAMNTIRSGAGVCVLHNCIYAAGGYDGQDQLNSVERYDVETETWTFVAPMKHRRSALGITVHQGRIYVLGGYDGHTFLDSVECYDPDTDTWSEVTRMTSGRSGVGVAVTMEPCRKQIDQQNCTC
MOR-DOR inv ag: inverse agonist of human OPRM1-OPRD1 heterodimerization; P35372+P41143; cell-based MOR-DOR heterodimer luminescence, inverse agonism; inhibition, % at 9.3 µM; 340,000 tested, 0.21% active; AID 504357; in the data active = inhibition above about 22%, passing the limit was not always enough;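 note: 0% = cells with DMSO and 100% = wells without cells with DMSO; values of inactives mirror those of a sister screen read the other way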
DSG3 Ab inh: inhibitors of pemphigus antibody binding to human desmoglein-3; DSG3-coupled beads, scFv-anti-DSG3-GFP binding, flow cytometry; stronger effect = lower value; binding (percent of control), % at 10 µM; 310,000 tested, 0.48% active; AID 588358;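 active = binding more than 3 SD below its plate's average and above zero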;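 note: hits lower antibody fragment binding to DSG3; some compounds called inactive have numbers as strong as hits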
Active calls of the source: *; / = not tested or not shown.

SMILES | Arr AP2 block | OPRM1-OPRD1 ag | Wnt bcat act | C-LANA FP | RTF Ca sens act | RTF Ca sens inh | V-ATPase pHluor | Keap1-Nrf2 PPI | MOR-DOR inv ag | DSG3 Ab inh
CCOc1ccc(CN2C(=O)c3ccccc3C2=O)cc1C(=O)NC1CC(C)(C)NC(C)(C)C1 | -10.3 | -1.4 | -0.7 | 0.8 | -2.1 | -2.5 | -1.1 | -4.2 | 5.8 | 113.7
COc1ccccc1/C=N/NC(=O)CCn1cnc2ccccc21 | 5.5 | -2.2 | -13.0 | -0.5 | 0.0 | 3.0 | 4.0 | 3.7 | 11.1 | 100.8
CCCOC(=O)c1ccc(NC(=O)c2cnccn2)cc1 | -2.0 | -1.9 | / | -0.6 | -1.4 | -8.0 | 2.4 | -4.7 | 10.7 | 96.7
O=c1c2ccccc2c(/C=N/n2cnnc2)c(O)n1-c1ccccc1 | 1.5 | -1.0 | / | 2.5 | 2.6 | 2.1 | -0.5 | -6.7 | 5.7 | 89.1
CCOc1ccc(N(C(=O)Nc2ccccc2)C2=NCCC2)cc1 | 4.4 | 1.3 | / | -0.8 | 0.2 | -15.2 | 4.3 | -4.5 | -7.9 | 105.2
O=S(=O)(NC1CCCCCC1)c1cccc2cccnc12 | 21.5 | -0.4 | / | 0.1 | 6.2 | -6.4 | 2.6 | -0.3 | 2.2 | 99.1
COCCNC(=O)C(c1ccc(O)cc1)N(Cc1ccccc1)C(=O)CCC(=O)Nc1nccs1 (centres undefined) | -0.1 | -2.0 | -3.0 | 1.2 | -2.1 | -5.6 | 2.5 | -4.8 | 12.4 | /
COc1ccc(OCC(=O)Nc2ccc(N3CCCCC3)cc2)cc1 | -0.6 | 0.5 | 17.6 | -0.8 | 2.3 | 6.3 | -2.7 | -5.8 | -2.2 | 105.2
NC(=O)c1nsc(C(=O)N(Cc2cccnc2)C(C(=O)NC2CCCCC2)c2ccc(F)cc2)c1N (centres undefined) | -12.2 | -5.3 | 3.9 | -0.6 | -8.6 | -4.2 | -0.4 | -0.2 | 28.0 | 107.0
CC1=C(C(=O)OCC2CCCO2)C(c2ccncc2)C2=C(CC(C)(C)CC2=O)N1 (centres undefined) | 1.6 | -2.5 | / | 0.5 | -2.9 | -8.8 | -2.2 | -4.1 | 14.9 | 93.6
O=C1CCC([N+](=O)[O-])C(c2cccc(Br)c2)N1 (centres undefined) | 13.6 | -0.2 | / | -0.4 | -0.6 | 0.4 | 0.4 | -0.2 | 1.1 | 129.3
O=C(O)c1cccc2c1-c1ccc([N+](=O)[O-])cc1C2=O | 11.6 | 4.8 | -2.8 | -3.2 | -2.7 | -0.8 | 5.5 | 2.4 | -21.3 | 94.6

Single entries from the entries so far:
OPRM1-OPRD1 ag result of `COCCNC(=O)C(c1ccc(O)cc1)N(Cc1ccccc1)C(=O)CCC(=O)Nc1nccs1` (centres undefined) : -2.0
OPRM1-OPRD1 ag result of `NC(=O)c1nsc(C(=O)N(Cc2cccnc2)C(C(=O)NC2CCCCC2)c2ccc(F)cc2)c1N` (centres undefined) : -5.3

The listing picks up with the two entries that preceded the break.
SMILES | Arr AP2 block | OPRM1-OPRD1 ag | Wnt bcat act | C-LANA FP | RTF Ca sens act | RTF Ca sens inh | V-ATPase pHluor | Keap1-Nrf2 PPI | MOR-DOR inv ag | DSG3 Ab inh
O=C1CCC([N+](=O)[O-])C(c2cccc(Br)c2)N1 (centres undefined) | 13.6 | -0.2 | / | -0.4 | -0.6 | 0.4 | 0.4 | -0.2 | 1.1 | 129.3
O=C(O)c1cccc2c1-c1ccc([N+](=O)[O-])cc1C2=O | 11.6 | 4.8 | -2.8 | -3.2 | -2.7 | -0.8 | 5.5 | 2.4 | -21.3 | 94.6
CCC(c1nnc(SC(C)C(=O)NC2CC2)n1-c1ccc(OC)cc1)N(C)C (centres undefined) | 0.2 | -1.6 | -0.7 | 1.0 | 3.6 | -2.6 | 0.7 | 1.7 | 7.1 | 85.2
Cc1[nH]nc(SCC(=O)NCCc2ccccc2)c1[N+](=O)[O-] | -4.0 | 0.5 | 7.6 | -0.4 | -0.5 | -21.5 | -2.2 | -2.0 | -2.5 | 93.8
CCOc1cc(C(=O)Nc2c3c(nn2C(C)(C)C)CS(=O)C3)cc(OCC)c1OCC (centres undefined) | 19.9 | -2.4 | / | 1.0 | 0.3 | -6.5 | 0.6 | 1.7 | 12.6 | 101.9
COc1ccc(/C=C/C(=O)NCc2nc3ccccc3[nH]2)cc1OC | -3.3 | 0.1 | 0.8 | -0.4 | -6.2 | 2.4 | 2.0 | 1.7 | -0.5 | 87.8
O=C(CSc1nnnn1C1CC2CCC1C2)Nc1ccnc2ccccc12 (centres undefined) | -4.3 | -1.4 | -1.7 | 7.6 | -3.1 | -7.8 | 3.5 | -1.0 | 6.5 | /
CC1CN(C(=O)c2ccc(NS(=O)(=O)c3ccc(F)cc3)cc2)CC(C)O1 (centres undefined) | -2.6 | -6.7 | 0.8 | -0.4 | -1.8 | 1.7 | -1.4 | -0.8 | 22.0 | 108.6
CC(=O)Nc1ccc(C(=O)NCC2(N3CCCCC3)CCCCC2)cc1 | -20.5 | -4.6 | 0.2 | 2.2 | 2.8 | -3.9 | 4.2 | -7.1 | 15.1 | 116.2
COc1ccc([C@H](C)NC[C@H](O)c2ccc(O)c(NC=O)c2)cc1 | 13.0 | -2.1 | / | 1.4 | 0.7 | 4.0 | -1.2 | -4.1 | 11.2 | 107.1
CC(C)(C)OC(=O)NC(CO)c1cn([C@@H](Cc2cc3ccccc3[nH]2)C(=O)N2CCN(C(=O)OC(C)(C)C)CC2)nn1 (some centres undefined) | 11.0 | -2.8 | -4.9 | 2.3 | -8.4 | 3.8 | 3.0 | -8.3 | 15.5 | 100.4
CCCCn1c(N)c(N(CC(C)C)C(=O)CSc2ccccc2C)c(=O)[nH]c1=O | 27.7 | -3.0 | -1.2 | / | -2.3 | -9.8 | 4.3 | / | 15.4 | 99.5
NC(=O)COC(=O)c1ccc2noc(-c3ccccc3)c2c1 | 21.2 | -0.5 | 6.8 | -0.4 | -0.9 | -0.9 | -0.4 | -1.6 | 2.6 | 93.8
N#Cc1ccccc1NC(=O)COC(=O)c1ccc2c(c1)OCCO2 | -2.5 | -1.5 | / | -0.8 | 3.5 | -0.2 | 0.5 | -2.2 | 8.1 | 98.7
CCOC(=O)C1=C(C)N(C[C@@H]2CC[C@@H](Cc3ccc(-c4ccccc4)cc3)O2)C(=O)NC1C1CC1 (some centres undefined) | 8.1 | 1.8 | -4.1 | 0.7 | 3.2 | -5.8 | -4.5 | 0.9 | -8.7 | 101.7
O=C(COC(=O)c1ccccc1SCC(=O)N1CCCC1)Nc1ccccc1C(F)(F)F | 7.0 | -1.1 | -0.1 | -0.1 | 3.6 | 0.1 | -0.3 | -0.1 | 6.1 | 102.7
O=C1c2ccccc2C2(c3ccccc3)NCCCN12 (centres undefined) | 9.0 | -1.5 | -2.4 | 1.1 | 0.7 | -11.7 | -0.1 | -4.9 | 7.5 | 101.0
O=C(Nc1cccc(NC(=O)c2c(F)cccc2F)n1)c1c(F)cccc1F | 15.8 | -1.1 | -2.4 | -1.7 | -5.4 | -3.2 | -0.8 | -9.0 | 5.4 | 95.3
CCn1cnc2cc(NS(=O)(=O)c3ccc(OC)c(OC)c3)ccc21 | 61.1* | -0.2 | 0.6 | 0.2 | -4.9 | 1.3 | -1.6 | -1.6 | 1.0 | 109.2
CCOCC(=O)Nc1ccc(OCc2ccccc2)cc1 | 2.6 | -3.0 | 9.6 | 3.4 | 1.8 | -0.2 | 0.5 | 1.1 | 15.3 | 100.0
Cc1ccc2cccc(S(=O)(=O)N3CCN(c4cccc(Cl)c4)CC3)c2n1 | -1.8 | 0.3 | -4.1 | 3.1 | 6.2 | -1.2 | 2.5 | -3.9 | -1.5 | 97.2
Cc1ccc(NC(=O)c2ccc3c(=O)n4c(nc3c2)CCC4)cc1F | 31.6 | 1.8 | 52.5* | -0.9 | -3.5 | 0.4 | -2.4 | -0.9 | -9.6 | 103.0
COCCNC(=O)CCC(=O)NNc1nc2ccccc2c2nc(C)nn12 | 2.1 | -2.6 | -6.6 | 0.0 | -3.0 | 0.8 | 0.1 | -4.3 | 12.8 | 84.6
CCCCOc1ccc(CSCCNC(=S)Nc2ccccc2)cc1 | 4.9 | 2.3 | -7.2 | -0.2 | -1.5 | -2.2 | 0.7 | 0.3 | -11.6 | /
CCc1ccc2c(c1)cc(CN(C(=S)Nc1ccc(Cl)cc1)C1CC1)c1nnnn12 | -0.4 | 1.3 | -5.5 | 0.1 | 8.3 | 1.9 | -1.1 | 0.5 | -7.5 | 208.3
CCN1CCN(CC(=O)Nc2nc3ccc(C)cc3s2)CC1 | -1.7 | -2.2 | -0.3 | -0.1 | -4.4 | -8.0 | 1.6 | -2.4 | 11.2 | 119.0
O=c1[nH]cnc2c1nc(SCc1ccccc1)n2C1OC(CO)C(O)C1O (centres undefined) | 9.1 | 2.1 | -2.6 | -1.6 | 7.3 | -17.0 | 0.8 | -1.7 | -12.2 | 107.3
O=C(Nc1cnccn1)c1ccc(Cl)cc1 | -4.2 | -4.0 | 1.6 | -1.7 | -6.1 | 1.4 | 3.0 | -2.5 | 17.9 | 108.7
Cc1ccc(NC(=O)c2ncn(CCCNCCCN(C)C)n2)cc1C | 2.0 | -1.6 | -1.1 | 2.5 | -1.6 | -7.6 | 3.6 | -11.4 | 7.4 | 106.7
O=C(CC(C(=O)O)c1cccc(Cl)c1Cl)c1ccccc1 (centres undefined) | -11.7 | -2.5 | 0.4 | 2.9 | -8.8 | 2.9 | 1.4 | 0.2 | 11.7 | 103.1
O=C(CSc1nnnn1-c1ccccc1)NC(=O)Cc1ccccc1 | 1.1 | -2.9 | 2.0 | -0.4 | -0.5 | -7.1 | 5.4 | -4.3 | 11.0 | 104.0
COc1ccc(-c2cnc(SCC(=O)Nc3ccc4c(c3)OCO4)n2Cc2ccco2)cc1 | -3.8 | 2.1 | -3.3 | 0.7 | -1.4 | 0.6 | -1.9 | -4.2 | -10.3 | /
Cc1ccc(-c2nc(CS(=O)CC(=O)NCCCc3ccccc3)c(C)o2)cc1 (centres undefined) | -3.0 | -1.7 | 0.1 | -0.6 | 3.7 | -5.2 | 2.8 | -2.2 | 9.3 | 99.9
COc1ccc(S(=O)(=O)N(C)C[C@H]2Oc3c(NC(=O)Nc4ccc(C(F)(F)F)cc4)cccc3C(=O)N([C@H](C)CO)C[C@@H]2C)cc1 | -1.8 | 1.6 | / | 0.5 | -1.9 | -2.6 | 6.0 | 0.6 | -9.0 | 103.8
O=C(Nc1ccccc1-c1ccccc1)c1ccccc1[N+](=O)[O-] | -1.2 | 0.6 | 0.0 | -1.0 | -6.6 | -2.4 | 2.4 | -0.1 | -3.0 | 109.2
CC1=CN2C(=N)/C(=C/c3ccc(Sc4ccc(Cl)cc4)o3)C(=O)N=C2S1 | 12.6 | -1.8 | 0.4 | 1.6 | 5.5 | -5.3 | -7.3 | -0.2 | 8.6 | 89.8

This is a random part of the collection (roughly 3.1% active in at least one column).
